Screens (PubChem)
p53null 32C kill: kills p53 null cells at the permissive temperature; 0.62% of 55,000 active; H1299-neo p53 null cells, ATP luminescence, 24 h, 32C; Potency, µM (titrated, usually from 46.1 µM), inactives show at the top dose activity change, negative = cytotoxicity, actives largely listed as cytotoxic; active = well fitted cell-killing curve with a large enough effect; inconclusive = small, poorly fitted or top-dose-only effect; inactive = no such curve, though single readings can be large or run the other way;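 note: 0% = DMSO only and -100% = full killing by 100 µM tamoxifen; nearly all actives have a fitted effect of over 55% in size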
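H1299-neo (p53 null) cells, 600/well, treated 24 h at 32C with compound up to 46 uM; ATPlite luminescence viability, normalized to DMSO and 100 uM tamoxifen; AC50 by Hill fit.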
Starred values were filed as active, the others as inactive; ? = inconclusive. Potency is the fitted concentration of half-maximal effect. Some of the compounds tested, so the mix of outcomes need not match the whole.

SMILES	p53null 32C kill
COC(=O)c1ccc(COC(=O)c2ccccc2OC)cc1	-1%
CN(C)c1ccc(/C=C2\CCC/C(=C\c3ccccc3)C2=O)cc1	-2%
Cc1c(NC(=O)C2CCCO2)cccc1[N+](=O)[O-] (stereo not given)	12%
CCCn1c(=O)n(C)c(=O)c2c(SCC(=O)NC34CC5CC(CC(C5)C3)C4)nc(CC(C)C)nc21	2%
CN(Cc1cccc(Cl)c1Cl)C(=O)c1ccc(NC(=O)CC#N)cc1	-19%
O=C(N/N=C/C=C/c1ccc([N+](=O)[O-])cc1)C1COc2ccccc2O1 (stereo not given)	2%
c1ccc(-c2cn3nc(-c4ccccc4)cnc3n2)cc1	-6%
CSc1ccccc1NC(=O)CN(C)CC(=O)Nc1cc(C)ccc1C	-1%
COc1ncnc2c1sc1nc(-c3ccccc3)c3c(c12)CCCC3	3%
CCOc1ccc(C(=O)NC(=S)Nc2cccc(NC(=O)c3ccco3)c2)cc1[N+](=O)[O-]	8%
Cc1c(CN(C)C(=O)/C=C/c2ccc([N+](=O)[O-])cc2)cnn1C	0%
O=C1N=C(N2CCN(c3ccccc3)CC2)S/C1=C/c1cccs1	-19%
Cc1ccccc1-n1c(C)nnc1SCC(=O)NNC(=O)c1ccccc1	16%
COc1ccc2c(c1)C(=NNC(=O)c1ccccn1)c1cc(OC)ccc1-2	13%
CC1CCc2c(sc3nc(CN4CCN(S(=O)(=O)c5ccccc5[N+](=O)[O-])CC4)[nH]c(=O)c23)C1 (stereo not given)	-2%
N#CC1(NC(=O)COc2ccc3oc4ccccc4c3c2)CCCCC1	-4%
Cc1cc(NS(=O)(=O)c2ccc(N3C(=O)C4C5C=CC(C5)C4C3=O)cc2)nc(C)n1 (stereo not given)	-9%
CC(=O)N(C)c1ccc(NC(=S)Nc2cccc3ccccc23)cc1	-19%
Cc1cccc(NC(=O)CCNC(=O)c2ccco2)c1	-5%
CCOC(=O)c1cc2c(nc1NC(=S)Nc1ccccc1)CC(C)(C)OC2	6%
CSc1ccc(CN(C)CC(=O)Nc2ccccc2Br)cc1	5%
CCCCOc1cccc(-c2nnc(NC(=O)CSc3ccc(C)cc3)s2)c1	-6%
Cc1ccc(S(=O)(=O)Cc2ccccc2Cl)cc1	10%
CCCC(=O)Nc1sc(C)c(-c2ccc(OC)cc2)c1C#N	-14%
CCC(=O)NC(=S)Nc1ccc(NC(=O)c2ccc([N+](=O)[O-])cc2Cl)cc1	-1%
CCOC(=O)c1c(C)n(C)c2ccc(OC(=O)c3ccc([N+](=O)[O-])cc3)cc12	-3%
O=[N+]([O-])c1cc(-c2nnc(-c3ccccc3)o2)ccc1Oc1ccc(Cl)cc1	5%
Cc1ccc(S(=O)(=O)Nc2nc3ccccc3nc2NCc2ccc3c(c2)OCO3)cc1C	4%
S=c1[nH]nc(-c2ccccc2)n1/N=C/c1c[nH]c2ccccc12	-9%
O=C1NC(c2ccc(-c3ccccc3[N+](=O)[O-])o2)C(C(=O)c2ccc(Cl)cc2)C(O)(C(F)(F)F)N1 (stereo not given)	2%
CN1C(=O)/C(=C/c2ccccc2OCc2ccc(F)cc2)N(C)C1=S	-11%
Cc1ccc(-c2nnc(-n3nc(C)cc3C)c3ccccc23)cc1	0%
COc1cc(CNCc2ccccn2)ccc1OCc1ccc(Cl)cc1	-24%
CCOc1ccc(C(=O)NC(=S)Nc2ccc(NC(=O)c3ccco3)cc2)cc1[N+](=O)[O-]	15%
Cc1ccccc1NC(=O)CSCCN1C(=O)c2ccccc2C1=O	10%
Clc1cccc(N/N=C(\Cc2nc3ccccc3[nH]2)c2ccccc2)c1	-22%
CCN(CC)S(=O)(=O)c1ccc(NC(=O)c2cccc3c2C(=O)N(CCOC)C3)cc1	-14%
O=C(CCN1C(=O)c2ccccc2C1=O)NC(=S)Nc1ccccc1	13%
O=C(NC1CCS(=O)(=O)C1)/C(=C\c1ccccc1)NC(=O)c1ccccc1 (stereo not given)	-3%
COc1ccc(-c2nnc(Nc3ccc(OC)c(C(=O)N4CCCCC4)c3)c3ccccc23)cc1	18%
Cc1cc(O)ccc1N/C=C(\C#N)c1nc2ccccc2o1	-3%
O=C(Cn1c(=O)oc2ccccc21)Nc1nc(-c2ccc(Br)cc2)cs1	-14%
Cc1ccc2cccc(Oc3ncnc4scc(-c5ccc(Cl)cc5)c34)c2n1	-16%
COc1ccc(N2CC(=O)N(c3ccccc3)C2=S)cc1	-8%
Cc1cccc(C=Nc2ccc3c4c(cccc24)CC3)c1O	7%
O=C(CNC(=O)c1ccccc1Cl)Nc1ccc(F)cc1	-9%
c1ccc(C[n+]2c(-c3ccccc3)csc2Nc2ccccc2)cc1	-6%
O=[N+]([O-])c1ccc(C(=S)N2CCC(Cc3ccccc3)CC2)cc1	-7%
CC(C)c1ccc(N(CC(=O)N/N=C/c2ccc(OC3CSC3)cc2)S(=O)(=O)c2ccccc2)cc1	-13%
COc1cc([N+](=O)[O-])ccc1NC(=O)CCCOc1cc(C)ccc1C	-3%
COc1cccc(C(=O)NCC(=O)N/N=C/c2cccs2)c1	0%
CCN1CCN(CC2CC3C=CC2C3)CC1 (stereo not given)	-12%
COc1cc(CNCCc2ccc(S(N)(=O)=O)cc2)ccc1OCC(=O)NC(C)(C)C	14%
COc1ccc(-n2c(CCc3ccccc3)nnc2SCC(=O)c2ccc(Cl)cc2)cc1	7%
COCCNC(=O)c1cccc(C)c1[N+](=O)[O-]	-3%
O=C(NCC1CCCO1)C(c1cccs1)N(C(=O)c1ccc(CN2CCOCC2)o1)c1ccc(Cl)cc1 (stereo not given)	-5%
COc1cc2c(cc1NC(=O)c1ccc(C)c([N+](=O)[O-])c1)oc1ccccc12	-12%
CCN(Cc1ccccc1)S(=O)(=O)c1cc(C(=O)NCC2CCCCC2)ccc1OC	25%
O=C(Nc1ccc(Cl)cc1C(F)(F)F)c1ccccc1Cl	-2%
O=C(/C=C/c1ccc(Cl)cc1)NC(=S)Nc1ccc(NC(=O)c2ccco2)cc1	-8%

Remaining list, next part.
SMILES	p53null 32C kill
CCOC(=O)c1c(/N=C/c2cc(C)ccc2O)sc2c1CCC2	6%
O=C(CSc1nc2ccccc2[nH]1)NCc1ccc2c(c1)OCO2	-16%
O=C(NC12CC3CC(CC(C3)C1)C2)c1ccc(-c2cccc(Cl)c2)o1	-19%
N=C1S/C(=C\c2ccc(-c3cccc(Cl)c3)o2)C(=O)N1c1nccs1	-10%
Cc1cccc(NC(=O)CN2CCC(NC(=O)C3CCCCC3)CC2)c1C	-7%
Cc1ccc(-n2nnnc2Sc2nc([N+](=O)[O-])nn2C)cc1	24%
CCN1C(=O)/C(=C2/C=Cc3cc(C)ccc3N2CC)N(C)C1=S	?
COc1ccc(C(=O)Nc2ccc(NC(=O)c3cccs3)cc2)cc1[N+](=O)[O-]	-25%
CCn1c(SCC(=O)Nc2ccc(C)cc2)nc2nc3c(cc2c1=O)CCCC3	-14%
COc1ccc(CCN(Cc2cccs2)S(=O)(=O)c2ccc(S(=O)(=O)N3CCCCCC3)cc2)cc1OC	-15%
Cc1ccc(C(=O)Nc2ccccc2Sc2ccccc2)cc1	-6%
CCOC(=O)C1CCN(c2c(-c3ccccc3)c3cc(Cl)ccc3[nH]c2=O)CC1	-4%
O=C(/C=C/c1ccccc1Cl)N1CCCN(C(=O)/C=C/c2ccccc2Cl)CC1	-6%
O=C(Nc1ccccc1F)c1ccccc1-c1ccccc1	0%
COc1ccc(C(=O)Nc2nc(-c3ccc([N+](=O)[O-])cc3)c(-c3ccc(OC)cc3)s2)cc1	5%
CC(=O)N1N=C(c2ccc(C)o2)CC1c1ccc(F)cc1 (stereo not given)	2%
CS(=O)(=O)CCC(C(=O)OCc1ccc(Br)cc1)N1C(=O)c2ccccc2C1=O (stereo not given)	-8%
Oc1c(C=C2N=c3ccccc3=N2)sc(=S)n1C1CCCCC1	-13%
COc1ccc(-n2c(=O)c3ccccc3c3ccccc3c2=O)cc1	-1%
O=C(COc1ccc(F)cc1)N1c2ccccc2CCc2ccccc21	24%
Cc1ccnc(NC(=O)c2sc3cc(Cl)ccc3c2Cl)c1	-20%
CCc1ccc(/C=C2/C(=O)N(c3ccccc3)C(=S)N2CC(=O)OC)s1	?
CCOC(=O)C1=C(C)N(C)C(=S)NC1c1ccccc1 (stereo not given)	-11%
O=C(COc1ccccc1)NCc1nnc2c3ccccc3c(-c3ccccc3)nn12	7%
CCn1c(C)cc(/C=C2/SC(=S)NC2=O)c1C	18µM*
COc1ccc(NC(=S)N2CCN(Cc3ccco3)CC2)c(OC)c1	-13%
O=C(CCC(=O)c1ccc(Oc2ccccc2)cc1)Nc1cccc(Cl)c1	-27%
Cn1nc([N+](=O)[O-])nc1Sc1ccc(Cl)cc1	-20%
O=C(CSc1nc2cc([N+](=O)[O-])ccc2n1-c1ccccc1)NCc1ccc2c(c1)OCO2	3%
Cc1cccc(NC(c2ccc(C)s2)c2ccc3ccc(C)nc3c2O)n1 (stereo not given)	-3%
COCCCNC(=S)NNC(=O)c1csc2ccccc12	-16%
O=C(Cn1c2ccccc2c(=O)c2ccccc21)N/N=C/c1cc([N+](=O)[O-])ccc1N1CCCCC1	7%
Cc1cccc2c1N(CCOc1ccc(C(C)(C)C)cc1)C(=O)C2=O	-13%
CCCOc1ccc(NC(=O)C(=O)NCCCn2ccnc2)cc1	-16%
Cc1nnc(N/N=C/c2ccc(O)c([N+](=O)[O-])c2)[nH]c1=O	-2%
Cc1ccnc(NS(=O)(=O)c2ccc(NC(=O)c3cncc(Br)c3)cc2)n1	3%
N#C/C(=C\c1ccc(-c2ccc([N+](=O)[O-])cc2Br)o1)C(=O)N1CCN(c2ccccc2)CC1	-7%
COc1ccccc1CNC(=O)c1cccc(C)c1[N+](=O)[O-]	-9%
Cc1ccc(/C=C/C(=O)NCCCc2ccccc2)cc1	3%
O=C1C=CC(=O)N1CCCCCCN1C(=O)C=CC1=O	-21%

An excerpt from above in order of heavy-atom count, high to low.
SMILES	p53null 32C kill
Cc1cccc(NC(c2ccc(C)s2)c2ccc3ccc(C)nc3c2O)n1 (stereo not given)	-3%
COc1ccccc1CNC(=O)c1cccc(C)c1[N+](=O)[O-]	-9%
Cc1nnc(N/N=C/c2ccc(O)c([N+](=O)[O-])c2)[nH]c1=O	-2%

Back to the main list, repeating the 5 entries before the break.
SMILES	p53null 32C kill
Cc1ccnc(NS(=O)(=O)c2ccc(NC(=O)c3cncc(Br)c3)cc2)n1	3%
N#C/C(=C\c1ccc(-c2ccc([N+](=O)[O-])cc2Br)o1)C(=O)N1CCN(c2ccccc2)CC1	-7%
COc1ccccc1CNC(=O)c1cccc(C)c1[N+](=O)[O-]	-9%
Cc1ccc(/C=C/C(=O)NCCCc2ccccc2)cc1	3%
O=C1C=CC(=O)N1CCCCCCN1C(=O)C=CC1=O	-21%
N/C(=N\OC(=O)CCC1CCCC1)c1cccnc1	-2%
O=C(CSc1nc2[nH]ncc2c(=O)[nH]1)N1CCCCC1	6%
C/C(=N\NC(=O)CSc1nnc(C)s1)c1ccc(Cl)cc1	-22%
COC(=O)c1ccc(/C=C/c2ccc3cccc(OC(C)=O)c3n2)cc1	?
CCOC(=O)Cc1c(Sc2ccccc2)c2ccccc2n1C	17%
O=P(Cc1ccccc1)(c1ccccc1)c1ccccc1	-22%

Exported comma-delimited: part of the list above
Structure,p53null 32C kill
O=C(CSc1nc2[nH]ncc2c(=O)[nH]1)N1CCCCC1,6%
C/C(=N\NC(=O)CSc1nnc(C)s1)c1ccc(Cl)cc1,-22%
COC(=O)c1ccc(/C=C/c2ccc3cccc(OC(C)=O)c3n2)cc1,?
CCOC(=O)Cc1c(Sc2ccccc2)c2ccccc2n1C,17%
O=P(Cc1ccccc1)(c1ccccc1)c1ccccc1,-22%

Some of the entries above, reformatted:
Molecule: COC(=O)c1ccc(/C=C/c2ccc3cccc(OC(C)=O)c3n2)cc1
  p53null 32C kill = ?
Molecule: N/C(=N\OC(=O)CCC1CCCC1)c1cccnc1
  p53null 32C kill = -2%
